# Compound activity (PubChem)
# SR-BI HDL uptake: inhibitors of mouse SR-BI mediated HDL lipid uptake | AID 488896 | inhibition, % at 12.5 µM | Q61009 | ldlA[mSR-BI] CHO cells, DiI-HDL uptake fluorescence, 3 h | hit rate 0.96% among 320,000;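 active = mean replicate inhibition of at least 70% and a set share of replicates each scoring 70 or more; inconclusive = meets just one of the two criteria; inactive = fails both criteria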;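 note: 0% = median of neutral control wells and 100% = median of positive control wells; values of inactives mirror those of a sister screen read the other way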
# Arrestin-AP2 inh: blocks beta-arrestin peptide binding to AP2 adaptin. FITC-arrestin peptide / GST-AP2 beads, flow cytometry; AP2 beta2 appendage carries R879A mutation. inhibition, % at 10 µM. hit rate 0.31% among 340,000. AID 504490;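 active = inhibition above a set limit, near 3 SD of compounds lacking own fluorescence, cut at about 54% in these data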;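 note: plate controls were DMSO wells for no effect and 5 µM unlabelled arrestin peptide for full effect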
#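 System: GST-AP2 R879A glutathione beads; medium: PBS, Tween 20 0.05%, BSA 0.1%; reagent: fluorescein-tagged arrestin peptide at 50 nM final; schedule: pre-incubation 12 min, peptide binding 1 h, room temperature; detection: flow cytometry, FL1 (488/535 nm); read-out: inhibition as reduced fluorescein signal on beads, percent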
# Mot1-301 SUMO: blocks SUMOylation pathway, rescuing yeast Mot1-301 growth; S. cerevisiae Mot1-301 growth rescue, ATP luminescence, 38.5C; percent above DMSO median, 100 means doubled; AID 2716; growth rescue, % at 18.8 µM; hit rate 1% among 320,000;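 active = every valid replicate shows activation above 250% relative to neutral control wells; inactive = the rest, any valid replicate at or below 250%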;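 note: OY570 slx delta 5 strain wells were the positive control but not used for scaling; some compounds called inactive have numbers as strong as hits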
# CDK5 p35 inh: blocks human CDK5/p35 kinase activity. Q00535+Q15078. Recombinant CDK5/p35, ADP-Glo luminescence, 60 min. inhibition, % at 10 µM. hit rate 0.01% among 330,000. AID 488839;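 active = highest replicate inhibition of at least 50% and at least 75% of replicates reaching 50%; inconclusive = only one of the two criteria met; inactive = both criteria failed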;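 note: plate controls were DMSO neutral control for no effect and GW8510 at 10 µM for full effect; many of its hits are not listed in these tables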
# MITF TRPM1 HTS: MITF TRPM1 promoter activation in melanoma cells. hit rate 0.75% among 300,000. activation, % at 12.5 µM. AID 588334. SK-MEL-5 TRPM1-promoter luciferase, 24 h; % of positive control, neutral wells = 0;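 active = mean activation of at least 80% with every replicate also reaching 80%; inconclusive = mean reaches 80% but some replicate falls short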;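 note: 0% = neutral control wells and 100% = parthenolide positive control wells; values of inactives mirror those of a sister screen read the other way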
# Pemphigus Ab inh: human desmoglein-3 autoantibody binding inhibition | P32926 | DSG3-coupled beads, scFv-anti-DSG3-GFP binding, flow cytometry; hits give low values | binding (percent of control), % at 10 µM | hit rate 0.48% among 310,000;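 active = binding more than 3 SD below its plate's average and above zero; inconclusive = below that plate limit but binding exactly zero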;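 note: hits lower antibody fragment binding to DSG3; some compounds called inactive have numbers as strong as hits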
# NSD2 HMT inh: NSD2 (human) methyltransferase inhibition; NSD2 peptide methylation, AlphaScreen, 120 min; inhibition, % at 12.5 µM; hit rate 0.54% among 310,000; AID 743445; O96028; in the data active = inhibition above about 50%
# SR-BI uptake up: enhances SR-BI lipid uptake from DiI-HDL; CHO ldlA[mSR-BI] cells, DiI-HDL uptake fluorescence, 3 h; 100 = double the neutral-control signal; activation, % at 12.5 µM; hit rate 0.096% among 320,000; AID 504775;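 active = mean replicate activation of at least 60% and every replicate at or above 60%; inconclusive = mean or all-replicate condition met, but not both; inactive = mean below 60% and not all replicates reaching 60%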;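 note: 0% = median plate neutral-control signal and 100% = twice that signal; values of inactives mirror those of a sister screen read the other way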
#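 Assay system: LDL receptor-deficient CHO ldlA cells overexpressing murine SR-BI / Medium: BSA-supplemented, HEPES-buffered Ham's F12, pH 7.4 / Probe or stimulus: DiI-labelled HDL at 10 µg/mL final / Timing: compound with DiI-HDL co-incubation, 3 h at 37 °C / Technique: bottom-read cell fluorescence after medium removal, ex 550/em 595 nm / Measure: HDL uptake via cellular fluorescence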
# dFosB act: mouse delta FosB homodimer activation; P13346; purified delta FosB, TAMRA-CDK5 oligo fluorescence polarization; percent of positive-control signal above neutral wells; activation, % at 25 µM; hit rate 0.99% among 340,000; AID 493131;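 active = mean activation above about 17%, with every replicate also reaching it, limit read from the data, passing the limit was not always enough; inconclusive = only one of the two conditions met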;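 note: fluorescence polarization rise as delta FosB binds a TAMRA Cdk5 AP-1 oligo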
# PKA-R2B act: activators of human PKA-R2B complex; P22694+P31323; PKA-R2B holoenzyme dissociation, Cy5-IP20 fluorescence polarization; R2B truncated from residue 108, S112A mutant; 0% DMSO only, 100% 113 µM cGMP; activation, % at 11.4 µM; hit rate 0.079% among 340,000; AID 504700;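 active = activation above a cutoff set at the mean over all compounds plus 3 SD, cut at about 18% in these data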;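 note: higher means more holoenzyme dissociation and a rise in polarization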
# PKA-R1A activ: activators of PKA-R1A complex; P00514+P68181; PKA-R1A dissociation, Cy5-IP20 fluorescence polarization; scaled: DMSO 0%, 113 µM cGMP 100%; activation, % at 11.4 µM; hit rate 0.083% among 340,000; AID 504707;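 active = percent activation above the mean of all tested compounds plus 3 SD, cut at about 19% in these data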;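 note: higher means more PKAc released from R1A so a rise in polarization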
# The depositor's hits bear a star; ? = inconclusive; / = no result given.
entry	mol	Pemphigus Ab inh	dFosB act	SR-BI HDL uptake	Arrestin-AP2 inh	PKA-R2B act	CDK5 p35 inh	NSD2 HMT inh	PKA-R1A activ	SR-BI uptake up	Mot1-301 SUMO	MITF TRPM1 HTS
1	O=C(NC(=S)Nc1ccc(Cl)cn1)c1cc([N+](=O)[O-])ccc1N1CCOCC1	/	0	-10	8	-5	1.1	-2	-6	10	2	-13
2	CC(C)(C#N)N([O-])C=C[N+](=O)C(C)(C)C#N	100	-6	-47	4	-14	-0.9	-2	5	47	-1	-2
3	COc1ccc2[nH]c(=O)c(C3c4cc(OC)c(OC)cc4CCN3C(=O)c3ccco3)cc2c1 (stereo not drawn)	100	-6	-15	4	0	0.3	/	2	15	2	-3
4	COc1cc(C)c(C(=O)Oc2cc(C)c(C(=O)O)c(O)c2C)c(OC)c1C	/	-5	-7	19	-4	-11	/	3	7	-9	-19
5	Cc1ccc(C(=O)CSc2nc(C)cc(SCc3nnc(-c4ccccc4)o3)n2)cc1	/	-2	-3	1	-13	/	-3	2	3	9	6
6	CCC1CCCCN1C(=O)COC(=O)c1cc(Br)ccc1Cl (stereo not drawn)	101	-9	41	29	9	0.5	-7	-10	-41	17	5
7	O=C(O)c1ccc(COc2ccccc2C=C2C(=O)c3ccccc3C2=O)cc1	81	-4	18	28	-18	0.2	20	-1	-18	-26	-1
8	O=C(NC1=NCCS1)c1ccc(F)c(S(=O)(=O)N2CCOCC2)c1	/	-5	-7	6	6	1.6	-2	4	7	10	-5
9	Nc1cccc(S(=O)(=O)NC2=NCCC2)c1	98	-5	-6	-7	-7	-0.6	-6	-8	6	-1	4
10	O=C(c1ccc(=O)[nH]c1)N1CCCc2ccccc21	108	1	-11	28	13	0.4	-2	-3	11	7	-11
11	Cc1cc(C)c2nc(N3CCCC(C(=O)NC4CCCC4)C3)sc2c1 (stereo not drawn)	102	-8	13	-15	-7	1.2	0	-10	-13	13	25
12	O=C1c2ccsc2SCCN1Cc1ccccc1	109	-2	-5	1	-1	3.1	-2	-2	5	9	-19
13	Cc1ccc(NC(=S)NC(NC(=O)C(C)(C)C)C(Cl)(Cl)Cl)c(C)c1 (stereo not drawn)	98	-1	13	29	5	1.1	-1	-2	-13	-1	/
14	O=C(OCC(=O)N1CCN(C(=O)c2ccco2)CC1)c1ccc(Cl)cc1	104	8	-8	-1	-6	0.4	-2	1	8	11	8
15	Cn1c(C(=O)OCC(=O)NCCc2ccccc2)cc2sccc21	96	-15	1	-3	2	-6.2	-1	-13	-1	345	-7
16	CC(=O)Nc1ccc(N(C(=O)c2ccco2)C(C(=O)NC2CCCC2)c2ccncc2)cc1 (stereo not drawn)	98	1	-8	-3	1	2.0	7	10	8	8	15
17	CSc1ccc(CN2CCN(S(=O)(=O)Cc3ccccc3)CC2)cc1	116	2	-21	10	-6	0.0	0	-5	21	379*	-12
18	Nc1ncnc2nc(Sc3ccc(Cl)cc3)[nH]c12	/	7	-17	-10	0	0.1	0	-12	17	-21	1
19	COc1ccc(C(=O)N(CCCO)Cc2cc3c(C)ccc(C)c3[nH]c2=O)cc1OC	108	-8	-7	-2	-6	0.8	-4	-3	7	/	-5
20	COc1ccc(OC)c(CCNC(=O)C2CCN(c3nnc(-n4cccc4)s3)CC2)c1	97	-6	56	12	0	1.3	/	6	-56	2	-4
21	COC(=O)c1ccc(CNC(=O)C(C)N=C2NS(=O)(=O)c3ccccc32)cc1 (stereo not drawn)	100	-2	-39	-5	-6	-2.1	0	5	39	/	1
22	Cc1cc(C)c2c(=N)c3ccccc3n(CCCCCCCCn3c4ccccc4c(=N)c4c(C)cc(C)nc43)c2n1	60	-231	17	11	-4	3.5	/	-8	-17	/	-54
23	Cc1occc1C(=O)NCc1cccc(CNC(=O)c2ccoc2C)c1	/	-16	-2	-2	-8	-1.2	/	-15	2	205	/
24	Nc1nccnc1C(=O)OCC(=O)c1ccc[nH]1	95	-2	7	0	3	1.8	1	-1	-7	19	-11
25	CCN(CC)c1ccc(CNc2nc3ccccc3n2CC)cc1	98	-12	/	2	6	-0.7	/	-5	/	-14	-9
26	NS(=O)(=O)c1ccc(NC(=O)COC(=O)c2cc(Cl)ccc2[N+](=O)[O-])cc1	107	-7	4	18	-7	-1.9	-3	2	-4	6	-2
27	O=C(COC(=O)c1c[nH]c2ccccc12)Nc1ccccc1	91	6	-9	3	-1	0.7	-4	7	9	6	-2
28	COCCNC(=O)C(c1ccc(C)cc1)N(C(=O)CCC(=O)Nc1ccccn1)c1ccc(F)cc1 (stereo not drawn)	100	-14	-152	8	4	-0.8	-4	-4	?	9	6
29	CC(C)c1ccc(NC(=O)[C@@H](C)NC(=O)[C@@H]2Cc3ccccc3CN2)cc1	115	-4	-1	-2	1	1.5	7	8	1	8	-6
30	NC(=O)c1ccsc1NC(=O)COC(=O)CNC(=O)c1ccc(Cl)cc1	91	6	-3	-1	8	0.1	-1	-1	3	1	0
31	CCCCCCC(=O)N/N=C(\C)Cc1ccccc1	84	1	-2	4	-17	0.1	-2	-3	2	24	-9
32	O=C(/C=C/c1cccc(F)c1)Nc1ccc(S(=O)(=O)Nc2ncccn2)cc1	104	-9	13	8	-6	1.6	-2	7	-13	-1	6
33	COc1ccccc1-n1cnnc1SCC(=O)N1CC(=O)Nc2ccccc21	113	1	-7	-7	3	1.6	3	-2	7	9	-11
34	Cc1cc2ccccc2n1CCNC(=O)c1ccc(S(=O)(=O)N2CCCCC2)cc1	105	-9	41	19	1	-3.5	/	6	-41	243	-10
35	CCN(CC)S(=O)(=O)c1ccc(N2CCOCC2)c(NC(=O)c2nn(C)c(=O)c3ccccc23)c1	92	3	2	-6	5	2.3	-2	-2	-2	/	-11
36	CCC(=O)Nc1ccc(NCc2ccc(-c3ccccc3)cc2)cc1	110	-5	-2	24	-9	-0.3	0	-11	2	76	4
37	O=c1c2ccccc2nc(-c2cccc(Cl)c2)n1O	106	3	-24	3	-10	-0.9	-4	-6	24	24	-10
38	C=CCN(CC=C)c1ccc(N2C(=O)C3CCCCC3C2=O)cc1[N+](=O)[O-] (stereo not drawn)	86	-8	46	12	-2	0.8	6	-8	-46	6	5
39	CCOC(=O)C1CCN(C(=O)/C=C/c2ccc(OC)cc2)CC1	100	0	14	-6	-4	1.4	-2	-3	-14	16	24
40	CCn1cnc2c1c(=O)n(CC(=O)OC)c(=O)n2Cc1ccccc1	103	0	5	5	4	-1.7	-2	-6	-5	-12	3
41	COc1ccc(/C=C2/C(=O)N(CC3CCCO3)C(=S)N2C)c(OC)c1 (stereo not drawn)	99	-11	49	6	-1	-1.1	-1	-1	-49	32	4
42	CCOC(=O)CSc1nc(N)c(C#N)c(-c2cccs2)c1C#N	116	-4	13	14	-3	-0.1	3	-3	-13	384	-4
43	O=C(NCCS(=O)(=O)NCc1ccccc1Cl)c1ccc2c(c1)OCO2	/	-10	6	-3	-10	1.8	-1	11	-6	7	2
44	CC(=O)c1ccc(NC(=O)c2ccccc2-c2ccccc2C(=O)O)cc1	110	-8	2	-7	-2	0.2	-4	-8	-2	355	-13
45	CCC(CO)Oc1cc(NCc2cccc(C(F)(F)F)c2)c2ncn(C(C)C)c2c1 (stereo not drawn)	110	7	24	-3	1	-1.6	/	-8	-24	-12	-6
46	COC(=O)c1cc(C(=O)OCC(=O)NC(=O)NCc2ccccc2)cc([N+](=O)[O-])c1	95	-3	3	5	-2	-0.1	11	-11	-3	-16	15
47	COc1ccc(S(=O)(=O)N2CCN(C(=O)CC(C)C)CC2)cc1	99	-8	-10	36	5	-0.6	6	0	10	-13	-8
48	CCOc1ccc2oc(C(=O)OCC(=O)N(CC(C)C)c3c(N)n(Cc4ccccc4)c(=O)[nH]c3=O)c(C)c2c1	113	-14	42	2	2	-0.5	-1	1	-42	/	15
49	CCOC(=O)C(Cc1cc(C(C)=O)ccc1OCC)C(=O)OCC	/	0	-14	4	-3	0.4	-1	-7	14	3	2
50	CN(CCNC(=O)CCCOc1cc(=O)n(C)c2ccccc12)Cc1ccccc1	101	-10	6	-5	-7	0.5	2	4	-6	245	-6

# Next section.
entry	mol	Pemphigus Ab inh	dFosB act	SR-BI HDL uptake	Arrestin-AP2 inh	PKA-R2B act	CDK5 p35 inh	NSD2 HMT inh	PKA-R1A activ	SR-BI uptake up	Mot1-301 SUMO	MITF TRPM1 HTS
51	CCOc1ncccc1C(=O)Nc1ccc(OC)c(S(=O)(=O)N2CCOCC2)c1	100	-11	22	0	-12	0.1	0	-7	-22	/	2
52	COCc1ccc(C(=O)NC2CCSc3ccccc32)cc1 (stereo not drawn)	/	-7	/	7	-7	2.6	1	-3	/	192	24
53	CCc1nnc(NC(=O)c2sc3nc4cc(C)ccc4cc3c2N)s1	162	-17	21	-13	-11	0.8	3	1	-21	30	/
54	COc1cccc(CC2(CO)CCN(Cc3cnc(N4CCOCC4)s3)CC2)c1	98	-2	-8	-19	-13	-3.8	0	3	8	-7	7
55	Cc1onc(-c2c(Cl)cccc2Cl)c1NC(=O)NNc1ccccc1	/	-5	5	32	-3	-1.5	1	9	-5	-5	/
56	Cc1oc(-c2ccoc2)nc1CN(Cc1ccccc1)CC1CC1	99	0	-17	9	-2	2.2	1	-17	17	59	-1
57	COc1cccc(Nc2nc3ccccc3c(=O)[nH]2)c1	101	-6	9	0	5	0.8	/	-9	-9	-11	14
58	Cc1ccc(S(=O)(=O)c2cc3c(=O)n4cccc(C)c4nc3n(Cc3ccncc3)c2=N)cc1	96	-7	7	-6	-3	/	-3	-3	-7	-4	-19
59	Cc1nc(C)n(CCNS(=O)(=O)c2ccccc2)n1	99	-2	-5	-58	7	1.1	36	-4	5	7	14
